High-throughput results: PubChem BioAssay, several laboratories
Cl transport mod: KCC2 cotransporter modulators, thallium flux, primary screen, cell-based, HEK293 KCC2, FluoZin-2 fluorescence, MLSMR; Solute carrier family 12 member 5 (Homo sapiens), Q9H2X9; KCC2 cells, thallium flux FluoZin-2 fluorescence; B-score of Tl+ flux slope (higher = more flux/activation; lower = inhibition) at 10 µM; hit rate 2.2% among 190,000; AID 1456, 2008;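 active means thallium flux slope and its plate-corrected score both differing from the plate sample mean at a set confidence after two filtering rounds, in either direction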;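 further: slope of fluorescence scaled to starting intensity during 10 to 20 s after thallium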
TRPML3 ag: human TRPML3 channel agonists, primary screen, cell-based, HEK293 TRPML3-YFP, Fluo-8 calcium fluorescence, 3 µM; hit rate 0.29% among 220,000; Mucolipin-3 (Homo sapiens), Q8TDD5; activation, % at 3 µM; 100% = the carbachol control signal;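 active means activation above its plate's cutoff, the mean activation of the plate's test wells plus 3 SD, cut at about 12% in these data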;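 further: 0% = DMSO only wells and 100% = carbachol wells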
Target sequence (Q8TDD5 whole entry, looked up): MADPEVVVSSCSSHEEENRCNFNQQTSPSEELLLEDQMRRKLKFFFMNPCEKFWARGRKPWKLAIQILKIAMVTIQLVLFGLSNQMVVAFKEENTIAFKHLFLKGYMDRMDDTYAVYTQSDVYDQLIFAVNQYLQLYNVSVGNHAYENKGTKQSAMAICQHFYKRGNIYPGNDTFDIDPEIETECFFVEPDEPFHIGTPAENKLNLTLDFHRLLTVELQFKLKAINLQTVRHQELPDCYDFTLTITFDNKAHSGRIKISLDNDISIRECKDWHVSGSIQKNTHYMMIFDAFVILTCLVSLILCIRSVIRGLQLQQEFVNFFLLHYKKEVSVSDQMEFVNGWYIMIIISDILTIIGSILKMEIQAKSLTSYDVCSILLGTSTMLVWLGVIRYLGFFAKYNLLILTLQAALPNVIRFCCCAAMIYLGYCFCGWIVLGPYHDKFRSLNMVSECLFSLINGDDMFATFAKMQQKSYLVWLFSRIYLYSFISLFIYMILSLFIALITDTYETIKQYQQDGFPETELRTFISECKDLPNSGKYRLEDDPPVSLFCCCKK
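Material: TRPML3-YFP stable HEK293 cells | Dosing: One concentration, 3 µM nominal, 0.3% DMSO | Timing: 125 s total fluorescence read per well | Technique: Fluo-8 calcium dye fluorescence, ex 470-495, em 515-575 nm | Measure: Percent activation from peak-to-basal fluorescence ratio, scaled between DMSO and carbachol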
Furin inhibitor: human furin inhibitors, primary screen, biochemical, fluorescence intensity | P09958 | purified furin, fluorogenic substrate cleavage | inhibition, % at 30 µM | hit rate 0.061% among 220,000 | AID 463115, 2010; in the data active means inhibition above about 25%; further: inactives centre near -15
zfTRPN1 agonist: zebrafish TRPN1 channel agonists, primary screen, cell-based, HEK293, calcium fluorescence; transient receptor potential cation channel N1 (TRPN1/NompC), Danio rerio; HEK293 zebrafish TRPN1-YFP, Fluo-8 calcium fluorescence; 100% = response to 87 µM carbachol; activation, % at 3 µM; hit rate 0.18% among 220,000; AID 1424, 2008;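 active means activation above its plate's cutoff, the mean activation of test wells on that plate plus 3 SD, cut at about 19% in these data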;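 further: 0% = DMSO alone and 100% = 87 µM carbachol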
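Material – zebrafish TRPN1-YFP in HEK293 cells · Doses – 3 µM single point · Schedule – dye 1 h 37 °C plus 30 min RT · Signal – Fluo-8 calcium fluorescence, excitation 470-495 nm, emission 515-575 nm · Read-out – % activation versus carbachol response · Control set – carbachol high, DMSO low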
TbHK1 inh: Trypanosoma brucei hexokinase 1 inhibitors, primary screen, biochemical, G6PDH-coupled NADH absorbance, MLSCN library. inhibition, % at 10 µM. hit rate 0.11% among 220,000. hexokinase 1 [Trypanosoma brucei]. recombinant TbHK1, G6PDH-coupled NADH A340;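 active means inhibition of 50% or more in the single-dose primary screen; inactive means inhibition below 50%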
Thrombin inh: human alpha-thrombin inhibitors, primary screen, counter-screen for coagulation protease inhibitor project, biochemical, 1536-well, fluorogenic AMC substrate | Prothrombin (Homo sapiens), P00734 | Boc-VPR-AMC fluorogenic substrate cleavage | inhibition, % at 5 µM | hit rate 0.26% among 220,000;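 active means inhibition at or above 40%; inactive means inhibition below 40%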;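 further: 0% = enzyme with no compound and 100% = wells without enzyme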
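System: Human alpha-thrombin protein | Medium: pH 7.5 Tris (50 mM) with NaCl 150 mM, Tween 20 0.05% | Times: Enzyme reaction carried out at room temperature | Detection: AMC fluorescence, 355/460 nm | Evaluation: Percent inhibition scaled between no-compound controls and no-enzyme blanks | Benchmarks: Enzyme without compound as high, wells lacking enzyme as low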
EBV gp42 inh: Epstein-Barr virus gp42 inhibitors, primary screen, biochemical, uHTS, fluorescence polarization; Glycoprotein 42 (Epstein-Barr virus (strain AG876)), Q1HVG2; Fluorescence polarization binding assay, mP read-out; inhibition, % (tested at 21.74 µM); hit rate 0.42% among 220,000; AID 1085, 2008; in the data active means inhibition above about 50%
Target sequence (Q1HVG2 whole entry, looked up): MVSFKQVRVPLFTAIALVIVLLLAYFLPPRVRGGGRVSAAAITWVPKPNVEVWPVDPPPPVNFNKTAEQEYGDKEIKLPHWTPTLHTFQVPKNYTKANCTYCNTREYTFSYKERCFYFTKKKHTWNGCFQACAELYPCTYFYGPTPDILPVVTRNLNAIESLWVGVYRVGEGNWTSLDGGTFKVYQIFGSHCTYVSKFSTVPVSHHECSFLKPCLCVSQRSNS
PPC-1+TRAIL kill: compounds killing PPC-1 cancer cells with TRAIL present, primary screen, TRAIL potentiator project, ATPLite luminescence, uHTS; hit rate 0.41% among 220,000; cell killing (% activity), % at 4 µM; AID 1443, 2008; PPC-1 cells + TRAIL, ATPLite viability luminescence;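 active means cell killing above 50% in the first pass at 4 µM, then a duplicate retest at 5 µM averaging 50% or more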;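 further: plate controls were cells with TRAIL plus DMSO for no effect and medium-only wells lacking cells for full effect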
Calpain2 inh: inhibitors of pig calpain II, primary screen, biochemical, fluorogenic peptide substrate, 1536-well; purified calpain II, 30 min; inhibition, % at 16 µM; hit rate 0.37% among 220,000;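 active means inhibition above about 50%, limit read from the data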
Active calls of the source: *; . = not tested or not shown; [ ] = dose if it differs, or a comment.

SMILES	Cl transport mod	TRPML3 ag	Furin inhibitor	zfTRPN1 agonist	TbHK1 inh	Thrombin inh	EBV gp42 inh	PPC-1+TRAIL kill	Calpain2 inh
CN(C)S(=O)(=O)N1CCC(Oc2ccc(C(=O)NCC(C)(C)CO)cc2)CC1	0.8	0.8	-7	-0.8	-1	7	-3	5	-8
CC1CN(Cc2cnc(Cl)s2)CC(C)O1 (stereo not drawn)	0.073	0.7	-34	1.0	1	4	-9	12	-31
COc1ccccc1CNC(=O)C/C(C)=N/NC(=O)Cc1ccccc1	-0.25	-0.8	-12[20 µM]	-0.5	-5	-1	3	-6	5
O=C(O)CCCNS(=O)(=O)c1ccc(NCc2ccccc2)c(C(=O)O)c1	.	0.6	-13[20 µM]	-0.1	0	0	-13	3	-137
CCSc1nc(C)c(C)c(=O)[nH]1	1	0.7	-31	0.9	-6	0	-12	2	9
Cc1c(C#N)c2ccccc2n1CC(=O)N1CCCC1	-0.71	0.5	-36	0.2	2	1	5	13	-35
O=C(CN1C(=O)c2ccccc2C1=O)N1CCN(C(=O)c2ccco2)CC1	.	-0.1	-10[20 µM]	-0.7	-4	0	10	6	24
O=[N+]([O-])c1ccc(O)c(/C=N/n2c(CO)nc3ccccc32)c1	-1.5	2.1	-7	4.1	-63	2	-7	12	-4
COc1cc2cc(CN(CCCN3CCOCC3)Cc3nnnn3Cc3ccccc3)c(=O)[nH]c2cc1OC	0.12	0.1	-25	1.8	-17	-6	-12	17	-71
Cc1cccc(N2CCN(Cc3nc(CC4CC4)no3)CC2)n1	-0.15	0.5	-26	0.8	-2	-9	-13	6	-14
O=C(NCc1cccs1)C(=O)c1cn(CC(=O)N2CCCC2)c2ccccc12	0.36	0.2	-26	2.4	-13	-3	-23	9	-11
CC(C)(C)n1nnnc1C(c1ccc(F)cc1)N1CCN(Cc2ccc3c(c2)OCO3)CC1 (stereo not drawn)	0.74	1.1	-28[20 µM]	-0.2	-6	4	0	-21	16
Cn1ncc(Cl)c1C(=O)N1CCN(C(=O)c2ccco2)CC1	-0.34	1.4	-32	0.5	5	-1	1	2	23
Cc1ccc(SCC2=NNC(=O)C2)cc1	-0.025	-0.6	-4[20 µM]	-0.6	8	2	1	10	15
COc1cccc(C(=O)NCCOc2cc(C)cc(C)c2)c1	0.0037	-0.1	-7	-1.7	3	-1	-4	6	-2
Cc1ccccc1Nc1nnc(SCC(=O)NC(=O)Nc2ccc3c(c2)OCCO3)s1	-1.3	1.0	-5	0.6	6	0	-20	13	-9
Cc1sc(NC(=O)C2C3CCC(O3)C2C(=O)O)c(C(=O)OC(C)C)c1-c1ccc(Cl)cc1 (stereo not drawn)	.	0.2	-15[20 µM]	0.2	4	-4	-23	23	-25
O=C(Nc1ccc(S(=O)(=O)N2CCCCC2c2cccnc2)cc1)c1ccccc1F (stereo not drawn)	-0.91	1.1	-11	4.0	-4	-18	-5	22	10
NC(=O)COC(=O)c1ccc(-c2ccc(O)cc2)cc1	0.71	0.7	-18	2.1	-1	-9	-8	16	15
COc1ccc(/C=C(\C#N)C(=O)N=CN(C)C)cc1	0.59	0.3	-8	1.4	-48	-6	1	-15	5
c1ccc2c(c1)oc1c(NCC3CCCO3)ncnc12 (stereo not drawn)	0.13	0.8	-22[20 µM]	1.0	-2	-2	-14	-1	-11
CC(NC(=O)c1cc(S(=O)(=O)N(C)C)ccc1N1CCCC1)C1CC2CCC1C2 (stereo not drawn)	-1.5	0.3	-13	-2.1	-5	-1	7	-5	30
O=C(COc1ccc(C(=S)N2CCOCC2)cc1Cl)Nc1ccccc1Cl	1.6	0.3	-23	1.4	-2	-9	-18	-6	-6
COC(C[C@H](O)C[C@H](O)[C@H](C)OCc1ccccc1)OC	-0.43	.	0	.	0	4	-17	-8	11
Cc1ccnc(SCCn2c(N3CC(C)CC(C)C3)nc3c2c(=O)n(C)c(=O)n3C)n1 (stereo not drawn)	.	1.5	-21	1.3	-6	5	-16	12	-27
O=C(Cc1c[nH]c2ccccc12)NCc1ccc2c(c1)OCO2	-0.018	0.2	-24	-0.4	2	-5	-4	-17	-16
COc1cc(CNc2nc3ccccc3n2C)cc(OC)c1OC	-4.1	0.0	-20	1.7	7	-4	-8	18	-15
Cc1nc2c(C(=O)NCc3ccccc3Cl)c[nH]n2c(=O)c1Cl	-0.86	-0.1	-13[20 µM]	-1.0	2	3	1	7	-62
Cc1cnn(C(=O)c2ccccc2Br)c1	-0.36	1.1	-22	0.7	3	-2	-6	-14	-32
COc1ccc2c(c1)c1ncnc(N3CCN(Cc4ccc5c(c4)OCO5)CC3)c1n2C	.	0.4	-10	-0.7	-18	2	-1	21	-272
O=C1CC2c3ccccc3C1C1C(=O)N(Cc3ccccc3)C(=O)C21 (stereo not drawn)	0.44	0.5	-15	-0.2	-5	2	-12	8	4
CCCC1=C/C(=C/c2ccc(-c3ccccc3OC)o2)C(=O)O1	-0.3	1.4	-21	1.4	0	0	-9	-14	-111
O=C(Cc1n[nH]c(=O)c2ccccc12)NCc1ccc(Cl)cc1	-0.56	-0.4	-6	-0.4	-15	-11	-1	6	-4
CCN1CCN(CC(O)COCc2ccccc2)CC1 (stereo not drawn)	-0.035	1.2	5	-0.8	-1	0	-8	4	-7
COc1ccc(NC(=O)Cn2nnc(-c3ccccc3NS(=O)(=O)c3ccccc3)n2)cc1	-0.087	0.7	-8	0.8	-1	-9	6	-10	28
Cc1cc(C)n(C(=O)C(C(=O)c2ccccc2)C(C)C)n1 (stereo not drawn)	.	-0.2	-27	-2.4	7	-5	-4	6	7
Cc1nn(Cc2c(F)c(F)c(F)c(F)c2F)c(C)c1NC(=O)c1ccc(COc2cc(Cl)ccc2Cl)cc1	0.46	0.3	-8[20 µM]	0.3	-1	11	13	18	-16
Cc1cc(NC(=O)c2cnn3cccnc23)no1	1.1	0.6	-9[20 µM]	-0.1	-10	2	0	19	6
CCC1Oc2ccccc2N(CC(=O)NCc2cccs2)C1=O (stereo not drawn)	-0.61	-0.6	-18	-1.6	-7	1	-1	-8	-23
COc1cc(NC2c3ccccc3C(=O)N2Cc2ccccc2Cl)cc(OC)c1OC (stereo not drawn)	-0.11	-0.1	-5	0.0	0	0	-9	-24	4
CC(=O)Nc1sc2c(c1CN1CCN(c3ccccn3)CC1)CCCC2	-1.7	-0.9	-20[20 µM]	-0.5	-4	2	-13	13	-15
O=C(CN1CCCC1)Nc1ccccc1Sc1ccc(Cl)cc1	-1.5	0.7	-23	-0.1	3	-4	-23	8	6
CCOC(=O)C1=C(C)OC(N)=C(C#N)C1c1cc2c(cc1Br)OCO2 (stereo not drawn)	-0.63	-0.2	-8	-0.1	-1	1	-5	7	10
Cn1c(Cn2c(=O)sc3ccccc32)nnc1SCC(=O)Nc1ccc2c(c1)OCO2	-1.6	-0.1	-19	0.8	-3	4	6	.	18
O=C(O)C(NS(=O)(=O)c1cccc2nsnc12)c1ccccc1 (stereo not drawn)	0.078	0.4	-8	1.4	-15	-4	-10	-3	-3
O=C(O)CSc1nc(SCc2ccccc2Cl)nc2c1CCCC2	-0.68	-0.2	-12[20 µM]	0.7	2	-6	-3	22	10
CS/C(=N\S(=O)(=O)c1ccc(N)cc1)NS(=O)(=O)c1cccs1	.	0.2	-5	0.3	-3	-5	-15	4	-15
O=C(CSc1nc(-c2cccs2)cc(C(F)(F)F)n1)NCCCN1CCOCC1	-0.056	0.2	-9	0.1	-23	.	-15	8	-17
CN(C)CCCN(C(=O)c1sc2ccccc2c1Cl)c1nc2ccc(F)cc2s1	-2.3	0.4	-1	0.6	2	-5	-9	30	15
Cc1ccc(CNC(=O)COC(=O)c2cnc(C)cn2)cc1	0.64	0.5	-23	0.7	-6	-5	-2	7	-25
COc1cccc(C2CN(c3ccc(F)cc3F)N=C2c2cccs2)c1OC (stereo not drawn)	.	0.4	-9[20 µM]	0.2	-3	-20	-24	17	-94
Cc1nc2ccccc2n1CC(O)Cn1c(C(F)(F)F)nc2ccccc21 (stereo not drawn)	.	0.6	-5	0.3	2	4	-24	1	-15
N/C(CN1CCCCC1)=N\S(=O)(=O)c1cc(Cl)cc(Cl)c1	.	0.0	-20	0.7	-1	-4	1	18	-50
O=C(/C=C/c1ccc(F)cc1)NCCc1ccc2c(c1)OCCO2	-0.7	-0.1	-18	2.9	3	-8	-19	3	19
CCS(=O)(=O)c1ccc2oc(SCC(=O)NCCc3ccc(OC)cc3)nc2c1	-0.35	1.3	-23	2.2	1	6	-10	0	-19
O=C(Cn1nc(Cc2cccnc2)c2ccccc2c1=O)Nc1ccccc1F	0.17	-1.1	2	1.0	0	18	-18	7	12
CCC(C)NC(=O)CNC(=S)N(CCCN1CCOCC1)Cc1cccs1 (stereo not drawn)	0.63	0.4	-21	-1.8	1	-10	12	6	-3
Cc1cc(C)nc(SCCN2CCOCC2)n1	-0.31	0.0	-16[20 µM]	-0.6	-2	4	-6	-14	8
Cc1ccc(S(=O)(=O)CC(O)COc2ccc(F)cc2Cl)c(C)c1 (stereo not drawn)	-0.47	0.2	-9	-2.7	-1	-1	-4	26	3
CCOC(=O)c1cccc(NC(=O)C2CCN(S(=O)(=O)c3cnc[nH]3)CC2)c1	.	-0.2	-26	1.2	7	20	-5	16	20
O=C(N/N=C/c1cccc(F)c1)c1cc(-c2ccco2)nc2ccccc12	.	0.3	4[20 µM]	0.8	13	7	66*	20	-59

Retrieved by compound from above (4):
SMILES	Cl transport mod	TRPML3 ag	Furin inhibitor	zfTRPN1 agonist	TbHK1 inh	Thrombin inh	EBV gp42 inh	PPC-1+TRAIL kill	Calpain2 inh
Cc1ccc(CNC(=O)COC(=O)c2cnc(C)cn2)cc1	0.64	0.5	-23	0.7	-6	-5	-2	7	-25
O=C(O)CSc1nc(SCc2ccccc2Cl)nc2c1CCCC2	-0.68	-0.2	-12[20 µM]	0.7	2	-6	-3	22	10
O=C(/C=C/c1ccc(F)cc1)NCCc1ccc2c(c1)OCCO2	-0.7	-0.1	-18	2.9	3	-8	-19	3	19
CCC(C)NC(=O)CNC(=S)N(CCCN1CCOCC1)Cc1cccs1 (stereo not drawn)	0.63	0.4	-21	-1.8	1	-10	12	6	-3

This is a random part of the collection; about 3.6% have a hit in one of these screens.
